# Screening data as filed in PubChem.
# tim10-1 inh: growth inhibitors of tim10-1 mutant yeast; S. cerevisiae tim10-1 ts strain growth, BacTiter-Glo, 24 h; inhibition, % at 20 µM; actives 2.2% (n = 330,000);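 active = inhibition of at least 40%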;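 note: mutant grown at 25 °C; 0% = DMSO wells with yeast and 100% = wells holding no yeast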
# APJ antagonist: blocks the human apelin receptor APJ | P35414 | CHO-K1 APJ beta-arrestin complementation, luminescence | actives 0.32% (n = 330,000) | inhibition, % at 20 µM;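 active = inhibition above about 40% at 20 µM, limit read from the data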;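 note: cells challenged with 10 nM apelin-13 agonist together with compound; plate controls were apelin-13 plus DMSO wells for no effect and DMSO wells lacking apelin-13 for full effect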
# Target sequence (P35414 whole entry, looked up): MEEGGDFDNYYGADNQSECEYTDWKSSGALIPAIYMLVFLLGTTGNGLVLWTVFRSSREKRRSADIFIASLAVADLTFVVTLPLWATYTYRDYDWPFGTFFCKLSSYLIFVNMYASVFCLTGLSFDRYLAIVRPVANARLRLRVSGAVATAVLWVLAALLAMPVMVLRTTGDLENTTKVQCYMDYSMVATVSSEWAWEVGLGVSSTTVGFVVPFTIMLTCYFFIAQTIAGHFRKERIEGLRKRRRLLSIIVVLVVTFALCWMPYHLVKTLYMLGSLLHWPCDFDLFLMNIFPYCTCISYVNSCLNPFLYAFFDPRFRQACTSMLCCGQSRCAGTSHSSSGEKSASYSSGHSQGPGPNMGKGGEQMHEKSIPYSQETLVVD
# NR3A LBD binder: modulators (binders) of human NR3A ligand-binding domain; NR3A LBD differential scanning fluorimetry, Tm shift; 0% = protein alone, 100% = glycine-bound protein; Tm shift relative to glycine control, % at 25 µM; actives 2.5% (n = 340,000);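 active = melting temperature shift of at least 10% of the positive control shift, at one fixed dose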
# MIN6 prolif: inducers of beta-cell replication in MIN6 cells; MIN6 cells proliferation, ATPlite luminescence, 48 h; cells starved in 0.2% serum; 100% = growth in 10% serum; actives 0.29% (n = 330,000); AID 2380; proliferation, % at 10 µM;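 active = compounds whose signal lies at least 3.5 SD above the mean of all wells on their plate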;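 note: 0% = DMSO-treated cells in low-serum medium and 100% = 10% serum control; some compounds called inactive have numbers as strong as hits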
# tim23-1 inh: growth inhibitors of tim23-1 mutant yeast; inhibition, % at 20 µM; AID 463212; actives 1.3% (n = 330,000); S. cerevisiae tim23-1 growth, BacTiter-Glo luminescence, 24 h;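 active = growth inhibition of the mutant yeast at or above 50%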;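 note: temperature-sensitive mutant grown at 25 °C; plate controls were DMSO-treated mutant yeast for no effect and medium wells lacking yeast for full effect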
# TIM10 inh: TIM10 yeast growth inhibition; S. cerevisiae TIM10 strain growth, BacTiter-Glo luminescence, 24 h; inhibition, % at 10 µM; actives 1.4% (n = 330,000); AID 463195;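 active = inhibition of 40% or more at the single tested concentration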;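 note: wild-type TIM10 isogenic control strain grown at permissive 25 °C; 0% = DMSO yeast wells and 100% = minimal medium wells without yeast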
# MPTP inh: inhibitors of mitochondrial permeability transition pore. isolated mouse mitochondria, Ca2+ swelling absorbance, 30 min. inhibition, % at 10 µM. AID 602449. actives 1.4% (n = 360,000);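 active = inhibition of 50% or more, scaled per plate between neutral and stimulator controls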;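 note: 0% = DMSO wells given calcium and 100% = 1 mM EGTA wells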
# APJ ag: APJ receptor agonism; activation, % at 20 µM; CHO-K1 APJ PathHunter beta-arrestin, luminescence; 0% DMSO wells, 100% apelin; P35414; actives 0.11% (n = 330,000);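 active = activation more than six SD over the plate average, tested at 20 µM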;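 note: 0% = DMSO alone and 100% = apelin-13 at 10 nM; some results filed as inactive read as strong as hits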
#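 Assay system: CHO-K1 APJ beta-arrestin complementation cell line / Compound: single test compound dose, 20 µM final, 1% DMSO / Times: overnight seeding, 90 min compound at 25 °C, 1 h detection / Technique: beta-gal luminescence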
# NLRP3 yeast inh: inhibitors of NALP3 inflammasome in yeast; Yeast reconstituted NLRP3/ASC/caspase-1, beta-gal luminescence, 24 h; inhibition, % at 10 µM; actives 0.39% (n = 330,000);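 active = inhibition of 50% or more; inactive = inhibition below 50%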;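 note: plate controls were induced DMSO wells for no effect and uninduced yeast grown without galactose for full effect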
# An asterisk follows results filed as active.
SMILES,tim10-1 inh,APJ antagonist,NR3A LBD binder,MIN6 prolif,tim23-1 inh,TIM10 inh,MPTP inh,APJ ag,NLRP3 yeast inh
O=C(CSc1ccccc1C(=O)O)Nc1cccc(C(=O)O)c1,23.1,-11.9,1.0,2.1,9.2,-2.0,0.6,0.8,-10.5
CC(=O)N1CCN(C(=O)c2ccc3c(c2)OCCO3)CC1,-18.5,-5.7,-0.6,2.0,-11.1,5.2,-1.1,-1.2,4.9
O=C(C1=C[C@H](c2coc3ccccc3c2=O)C[C@H](OCc2ccc(CO)cc2)O1)N1CCN(Cc2ccccc2)CC1,15.0,-0.8,-3.6,6.8,-21.6,-1.9,-0.1,-8.9,12.7
O=C(COc1ccc(Cl)cc1)NNC(=O)c1cccnc1,-6.8,4.4,-0.8,-1.2,1.1,-3.9,-0.3,-2.4,-8.1
Cc1ccccc1NC(=O)Cn1cnc2c(oc3nc4c(cc32)COC(C)(C)C4)c1=O,9.9,9.6,0.6,0.0,7.6,2.1,-1.2,-0.9,3.6
Clc1nccc(NCc2ccccc2)n1,-12.1,-1.9,-0.4,1.1,-12.3,-11.9,2.1,-2.3,12.4
Cc1c(C(c2ccc(O)cc2)c2c(C)n(C)n(-c3ccccc3)c2=O)c(=O)n(-c2ccccc2)n1C,-0.7,4.5,1.9,1.1,0.8,4.7,-0.7,2.2,4.3
CCOc1ccc(NC(=O)CN(C)C(=O)c2ccc(OCc3ccccc3)c(OC)c2)cc1OCC,7.0,11.5,0.2,-2.5,6.0,12.4,-0.2,0.1,8.0
CC(NC(=O)c1ccco1)C1CCCO1 (centres undefined),11.1,-9.6,-2.6,0.7,0.8,0.6,0.0,-4.5,-2.9
CC(C)COP(=O)(c1ccc(N(C)C)cc1)C(Nc1ccccc1)c1ccccc1 (centres undefined),28.1,5.1,-2.8,-6.3,27.3,28.2,1.4,-3.8,25.7
O=C(CCc1nc2ccccc2s1)c1ccccc1,19.8,18.0,-0.6,0.0,15.8,-21.5,-1.2,-0.7,22.9
O=C(CCSCc1cccc(Cl)c1)NC1CCCC1,27.3,-11.8,-3.4,-0.7,22.0,-4.6,-0.2,-0.7,32.7
Oc1cc(O)c2c(c1)O[C@H](c1ccc(O)c(O)c1)[C@@H](O)C2,6.0,-9.3,0.3,-1.6,9.8,-0.2,-0.4,-3.0,14.4
COC(=O)CSc1nnc(CNC(=O)c2ccccc2F)n1-c1ccccc1,9.7,-9.5,-0.6,0.5,12.7,6.6,-0.1,2.9,-6.6
O=C(NCc1ccco1)/C(=C/c1cccc([N+](=O)[O-])c1)NC(=O)c1ccco1,15.4,-6.5,1.5,-1.6,4.6,-15.4,-2.4,-0.1,19.0
CC1CCC(C(=O)NC(C(=O)NCCCN2CCOCC2)C(C)C)CC1 (centres undefined),2.0,14.0,-0.3,-0.1,8.5,-16.1,-1.6,-3.7,-1.3
CCOC(=O)C1CCCN(CC(O)COC(c2ccccc2)c2ccccc2)C1 (centres undefined),-22.4,-5.7,1.0,-1.8,-5.5,-19.1,-1.0,-4.3,21.0
CCN(CC)S(=O)(=O)c1ccc(C(=O)NNC(=O)c2cccs2)cc1,-7.5,1.1,2.7,-1.4,3.7,-2.2,-0.2,0.0,12.9
O=C(NCc1ccccc1)c1c(F)c(F)c(F)c(F)c1F,12.4,23.1,0.4,-2.0,6.0,5.4,-2.1,4.0,5.8
CCOc1ccc(C(=O)n2cc(C(=O)OC)c3ccccc32)cc1OCC,10.7,10.4,-0.5,-1.7,17.7,4.0,0.5,-2.4,11.5
Cc1nn(C)cc1C1C(C#N)=C(N)N(c2ccc(F)c([N+](=O)[O-])c2)C2=C1C(=O)CCC2 (centres undefined),11.0,-6.6,-2.0,-1.2,5.3,-2.7,-0.9,-1.0,0.3
Cc1nnc2n(-c3ccccc3)c(=O)c3c4c(sc3n12)COC(C)(C)C4,-7.0,-13.4,2.4,-1.0,3.3,-13.6,-1.3,2.3,15.4
CCCCOc1ccc(NC(=O)C(=O)NCCC2=CCCCC2)cc1,-2.1,27.3,-1.9,-5.5,-181.9,-17.4,-1.5,-2.3,-1.9
O=C(NNc1nc(-c2ccccc2)cs1)c1ccco1,8.7,-15.6,-2.9,-6.3,2.4,1.5,0.0,0.5,-4.5
CCC1(C(=O)c2ccccc2)C2c3cc(Br)ccc3OC(=O)C21C(=O)N1CCOCC1 (centres undefined),24.5,15.2,-0.3,-0.2,33.8,19.0,-5.2,1.4,5.0
# Continued.
SMILES,tim10-1 inh,APJ antagonist,NR3A LBD binder,MIN6 prolif,tim23-1 inh,TIM10 inh,MPTP inh,APJ ag,NLRP3 yeast inh
COc1ccc2nc(/C=N/NC(=O)[C@H](CCSC)NC(=O)OC(C)(C)C)ccc2c1,26.9,6.0,-5.4,0.7,40.9,24.5,1.3,-10.7,10.8
O=C(NCC(c1ccco1)N1CCCC1)c1ccccc1Sc1ccc(C(F)(F)F)cc1[N+](=O)[O-] (centres undefined),21.6,14.3,-3.2,-5.9,6.4,10.1,0.4,-2.7,10.8
COc1ccc(-c2nnc3ccc(SCC(=O)Nc4cc(C)on4)nn23)cc1OC,7.7,-5.2,0.9,-1.5,18.3,-1.9,0.0,-0.9,-6.8
CC(C)CCNC(=O)c1ccc2c(c1)ncn2C1CCCCC1,24.5,15.2,0.8,-2.5,12.6,-11.1,5.1,-6.1,8.4
COC(=O)C1=C(C)N=c2s/c(=C/c3cccs3)c(=O)n2C1c1ccc(F)cc1 (centres undefined),27.0,11.9,-6.0,-4.7,10.9,15.2,0.8,-3.1,10.6
CCN(CC)C(=O)c1ncn(C)c1C(=O)N(CC)CC,-16.6,5.8,-0.2,-3.5,-2.4,-3.1,-0.2,-2.7,9.4
Cc1cc(S(=O)(=O)N2CCOCC2)ccc1OCC(=O)Nc1ccc(F)c(Cl)c1,5.2,-6.3,44.4*,1.2,1.2,-8.7,0.8,-1.6,8.6
C/C(=N/NS(=O)(=O)c1ccc(C)cc1C)c1c[nH]c2ccccc12,24.9,-15.7,11.2*,-2.4,26.3,16.5,2.0,6.5,6.3
CCOC(=O)c1ccc(C(=O)NNC(=O)C2C3C=CC(C3)C2C(=O)O)cc1 (centres undefined),3.3,-11.7,-0.6,-0.8,18.1,-4.7,1.4,4.7,16.8
COc1ccccc1C(=O)NC(CCSC)C(=O)OCC(=O)N1CCCC1=O (centres undefined),7.9,-80.1,-1.3,1.9,16.5,-1.1,-1.4,-0.7,3.5
CCC(=O)N1CCc2cc(S(=O)(=O)CCC(=O)N3CCCC(C)C3)ccc21 (centres undefined),15.2,-17.3,4.8,-1.6,-0.9,-2.7,0.8,-1.7,4.4
CCC(=O)Nc1ccc(S(=O)(=O)Nc2nccs2)cc1,7.9,-14.7,-1.8,0.7,11.4,3.0,-0.6,-3.9,16.6
Cc1ccc2c(C)c(C(=O)N3CCC(O)(c4ccccc4)CC3)oc2c1C,-0.1,10.4,1.4,-2.1,40.1,1.7,-0.5,-2.0,21.6
O=C(NCc1ccco1)C1CCCN(S(=O)(=O)c2ccc(-n3cnnn3)cc2)C1 (centres undefined),16.2,-15.4,-2.3,-2.1,8.8,12.2,14.9,-13.9,-4.5
COc1ccc(NC(=O)CN(C)C(=O)c2cc3c(cc2Cl)N2CCCCCC2=NS3(=O)=O)cc1,15.9,8.2,3.4,-2.5,7.3,0.5,-0.7,-0.1,11.1
COc1ccc(N/N=C/c2c(C(=O)O)ccc3ccccc23)cc1,-20.4,-14.8,2.9,-5.5,39.9,-21.1,82.3*,4.1,10.1
Cc1ccc(CN2CCN(Cc3cccn3-c3ccccn3)CC2CCO)o1 (centres undefined),3.3,-3.0,1.7,0.3,-0.1,1.6,0.8,-2.4,-15.5
COc1ccc(OC)c(C2CC(=O)N3CN(c4cccc(Cl)c4)CSC3=C2C#N)c1 (centres undefined),2.4,13.5,3.0,-1.9,10.6,-8.0,-0.1,-5.4,22.4
Cc1cccc(N2CCN(C(=O)c3ccncc3)CC2)c1C,35.1,-10.1,1.1,-0.5,27.7,19.3,-1.3,-2.4,9.8
CNC(=O)CN(c1ccc2c(c1)OCCO2)S(C)(=O)=O,-3.1,-13.8,0.3,0.4,4.1,-0.7,-3.0,-2.7,7.1
CN(C)S(=O)(=O)N1CCN(CC(O)COc2ccc(-c3ccccc3)cc2)CC1 (centres undefined),-33.9,5.0,0.7,-3.0,-7.2,9.5,0.9,-1.0,12.5
COCCn1c(=O)[nH]c2cc(C(=O)N3CCN(c4cccc(C)c4C)CC3)ccc2c1=O,-0.9,-23.8,-4.8,-2.4,0.7,-3.5,-1.1,0.6,23.3
COc1ccc(Cn2c(=S)[nH]c3cc(C(=O)NCCCN4CCOCC4)ccc3c2=O)cc1,24.8,11.4,1.3,-1.5,18.0,-10.6,1.2,-1.4,15.8
CCCN1C(=O)c2cc(C(=O)NC3CCCC3)ccc2C1O (centres undefined),-2.8,-2.3,3.5,6.1,0.5,14.9,-0.8,-2.0,11.7
Cc1cc(=O)[nH]c(Nc2cccc(C(F)(F)F)c2)n1,3.2,-3.0,-1.2,1.8,6.3,6.1,-3.2,-1.9,5.4

# Whole records, quoted from the list. Order of screens: tim10-1 inh, APJ antagonist, NR3A LBD binder, MIN6 prolif, tim23-1 inh, TIM10 inh, MPTP inh, APJ ag, NLRP3 yeast inh
# Cc1cc(=O)[nH]c(Nc2cccc(C(F)(F)F)c2)n1 reads 3.2, -3.0, -1.2, 1.8, 6.3, 6.1, -3.2, -1.9, 5.4
# Cc1ccc2c(C)c(C(=O)N3CCC(O)(c4ccccc4)CC3)oc2c1C reads -0.1, 10.4, 1.4, -2.1, 40.1, 1.7, -0.5, -2.0, 21.6
# CNC(=O)CN(c1ccc2c(c1)OCCO2)S(C)(=O)=O reads -3.1, -13.8, 0.3, 0.4, 4.1, -0.7, -3.0, -2.7, 7.1
# O=C(NCC(c1ccco1)N1CCCC1)c1ccccc1Sc1ccc(C(F)(F)F)cc1[N+](=O)[O-] (centres undefined) reads 21.6, 14.3, -3.2, -5.9, 6.4, 10.1, 0.4, -2.7, 10.8

# Next part
SMILES,tim10-1 inh,APJ antagonist,NR3A LBD binder,MIN6 prolif,tim23-1 inh,TIM10 inh,MPTP inh,APJ ag,NLRP3 yeast inh
CC(C)C(=O)NC(=O)[C@@H]1CCCN1C(=O)/C=C/c1ccccc1,5.9,8.7,0.1,-3.3,11.1,13.1,-0.1,-1.7,15.8
CCOC(=O)c1c(C)[nH]c(C)c1C(=O)CN1C(=O)NC2(CCCCCC2)C1=O,-1.0,15.3,5.1,-1.0,-19.1,-2.4,0.0,2.6,-2.8
O=C(Nc1cccc(S(=O)(=O)N2CCOCC2)c1)c1ccc2ccccc2n1,27.0,2.2,-0.7,1.3,46.3,22.4,4.2,-1.0,-103.5
COc1ccc(S(=O)(=O)N(C)C)cc1NC(=O)Cc1ccc(S(=O)(=O)N2CCOCC2)s1,5.3,-0.5,1.8,-1.3,-6.3,6.8,-0.5,-0.1,9.1
Brc1ccc(-c2nn3c(-c4ccccn4)nnc3s2)o1,7.0,-2.5,-2.3,-2.3,14.1,-10.0,2.2,-1.1,-4.9
N#Cc1nc(COc2ccccc2)oc1NCCCn1ccnc1,5.5,-6.1,-0.3,-0.3,3.6,13.2,0.7,0.1,-1.6
Cc1ccc(S(=O)(=O)N2CCCOC2CNC(=O)C(=O)NCc2cccs2)cc1 (centres undefined),29.2,2.6,-1.0,0.0,7.1,-24.9,3.5,-0.5,11.6

# Marked active in NR3A LBD binder (from the list above):
SMILES	APJ antagonist	NR3A LBD binder	MPTP inh	NLRP3 yeast inh
Cc1cc(S(=O)(=O)N2CCOCC2)ccc1OCC(=O)Nc1ccc(F)c(Cl)c1	-6.3	44.4*	0.8	8.6
C/C(=N/NS(=O)(=O)c1ccc(C)cc1C)c1c[nH]c2ccccc12	-15.7	11.2*	2.0	6.3
